Screens: PubChem BioAssay, several laboratories
Vc quorum ag: inducers of Vibrio cholerae quorum light production without autoinducers, primary screen, BH1578 luxS cqsA deficient, single point. 0.16% of 350,000 active. activation, % at 18.7 µM. V. cholerae BH1578 lux reporter, luminescence, 6 h; in the data active = activation mostly above about 9.7%, no sharp cut-off; note: not every result past the cut was called active; inactives centre near 0; reference of the scale not given here
PrPC surface inh: inhibitors of human cell surface prion protein PrPC, primary screen, cell-based, TR-FRET; TR-FRET read-out; inhibition, % at 13.8 µM; 0.43% of 370,000 active; AID 720596, 2013; in the data active = inhibition above about 24%; note: 0% = median of the test wells and 100% = reference compound wells
3CLpro inhibitor: SARS-CoV 3CLpro protease inhibitors, primary screen, biochemical, quenched FRET | Replicase polyprotein 1ab (Severe acute respiratory syndrome coronavirus), P0C6X7 | recombinant SARS-CoV 3CLpro, quenched FRET peptide cleavage | inhibition, % at 6 µM | 0.14% of 290,000 active | AID 1706, 2009; in the data active = inhibition above about 12%
SSB-PriA inh: inhibitors of Klebsiella pneumoniae PriA binding to SSB C-terminal tail, primary screen, biochemical, AlphaScreen; PriA–SSB C-terminal tail interaction (Klebsiella pneumoniae); inhibition, % at 33 µM; AlphaScreen SSBct-PriA binding, biotinylated peptide; AID 1272365, 2023; 0.6% of 430,000 active; in the data active = inhibition mostly above about 37%, no sharp cut-off; inactive = mostly below about 20%;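 note: plate controls were negative control peptide for no effect and reference peptide for full effect; strong numbers were not always called active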
BoNT-A LC inh2: BoNT/A light chain protease inhibitors, primary screen, biochemical, flow cytometry, MLPCN library; inhibition, % at 10 µM; Botulinum neurotoxin type A light chain protease (Clostridium botulinum A str. ATCC 3502); 0.17% of 360,000 active; multiplex microsphere protease substrate cleavage; AID 588499, 2011; note: plate controls were buffer without enzyme for full effect and enzyme alone for no effect
TcdB GH inh: TcdB glycohydrolase inhibitors, primary screen, biochemical, single point, plate reader | Toxin B (Clostridioides difficile), P18177 | TcdB glycohydrolase enzymatic assay | inhibition, % at 9.99 µM | 0.24% of 350,000 active | AID 652162, 2013; in the data active = inhibition above about 10%
PfHsp40 yeast: rescue of yeast from PfHsp40 toxicity, primary screen, S. cerevisiae, ATP luminescence. S. cerevisiae expressing PfHsp40, growth rescue. growth rescue, % at 12.5 µM. 0.68% of 340,000 active. AID 504582, 2011; in the data active = growth rescue above about 28%, passing the limit was not always enough;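 note: yeast W303a lacking pdr1 and pdr3 grown in galactose medium; growth measured after three days at 30 °C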
Anthrax LF prot: Bacillus anthracis LF protease inhibitors, primary screen, biochemical, multiplex microsphere, MLPCN library | 0.12% of 360,000 active | Lethal factor (Bacillus anthracis), P15917 | AID 588501, 2011 | inhibition, % at 10 µM | multiplex microsphere protease cleavage assay; note: plate controls were buffer without enzyme for full effect and enzyme alone for no effect
Target sequence (P15917 whole entry, looked up): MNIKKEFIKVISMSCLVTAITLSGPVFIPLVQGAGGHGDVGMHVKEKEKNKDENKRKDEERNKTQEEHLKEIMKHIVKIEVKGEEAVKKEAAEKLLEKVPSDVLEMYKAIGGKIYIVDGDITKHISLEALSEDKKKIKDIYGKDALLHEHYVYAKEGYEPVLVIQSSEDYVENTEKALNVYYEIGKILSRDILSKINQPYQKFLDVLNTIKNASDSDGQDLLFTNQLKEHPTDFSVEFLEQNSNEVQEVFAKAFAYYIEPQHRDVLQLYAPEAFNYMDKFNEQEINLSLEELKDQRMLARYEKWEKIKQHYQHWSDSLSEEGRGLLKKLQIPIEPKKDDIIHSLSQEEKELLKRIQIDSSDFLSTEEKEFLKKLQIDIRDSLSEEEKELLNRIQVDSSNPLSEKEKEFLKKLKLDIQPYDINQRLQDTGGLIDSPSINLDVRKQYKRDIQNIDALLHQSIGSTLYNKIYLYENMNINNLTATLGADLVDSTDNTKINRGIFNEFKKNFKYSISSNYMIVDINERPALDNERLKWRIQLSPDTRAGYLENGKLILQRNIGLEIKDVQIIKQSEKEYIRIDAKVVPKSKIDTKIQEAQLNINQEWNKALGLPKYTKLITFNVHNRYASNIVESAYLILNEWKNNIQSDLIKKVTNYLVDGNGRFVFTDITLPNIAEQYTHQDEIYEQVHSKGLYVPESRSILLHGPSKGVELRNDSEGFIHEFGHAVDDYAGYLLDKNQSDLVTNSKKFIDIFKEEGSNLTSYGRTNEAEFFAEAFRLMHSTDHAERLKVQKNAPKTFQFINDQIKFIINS
Yp Topo-I inh: Yersinia pestis topoisomerase I inhibitors, primary screen, biochemical, cleavage product accumulation, plate reader, single point | DNA topoisomerase I (Yersinia pestis CO92) | Y. pestis Topo-I cleavage product accumulation | activity, % at 10 µM | 0.064% of 360,000 active | AID 504884, 2011; in the data active = activity above about 50%, passing the limit was not always enough; note: inactives centre near 2
Starred values were filed as active, the others as inactive; i = inactive; . = not tested or not shown; & = joins results of further samples. Cut-off read from the data, not from the text of the source, unless noted: active = inhibition above about 30%; inconclusive = no clear call, values can overlap the other calls; inactive = below that. Only part of the results is shown (hit frequency here may not be typical).

SMILES | Vc quorum ag | PrPC surface inh | 3CLpro inhibitor | SSB-PriA inh | BoNT-A LC inh2 | TcdB GH inh | PfHsp40 yeast | Anthrax LF prot | Yp Topo-I inh
Cc1ccc(Cl)c(OC(=O)c2ccc(N3CCOCC3)c([N+](=O)[O-])c2)c1 | -2.1 | 0 | 1 | 45* | -0.2 | . | 1.3 | 2 | 0
CCCCn1c(O)c(C=NCCCN(C)C)c(=O)[nH]c1=O | i | 2 | -5 | -7 | -0.1 | . | -1.6 | -3 | -7
Cn1ccc(C(=O)N/N=C/c2c[nH]c3ccccc23)n1 | -0.6 | 0 | -8 | . | -5.1 | 0.7 | -1.0 | 25 | -14
C[C@@H]1C=C(C(=O)N2CCN(Cc3ccccc3)CC2)O[C@H](OCc2ccc(CO)cc2)C1 | i | 4 | -1 | -14 | 0.3 | -0.2&1.5 | -0.8 | -7 | 18
O=C(CSc1nc2[nH]ncc2c(=O)[nH]1)Nc1ccccc1 | -0.3 | -3 | 1 | -6 | -0.9 | -0.2 | -0.1 | -1 | -2
Cc1cc(C(C)(C)C)cc(C)c1CCNC(=O)c1c(C)noc1C | i | -7 | . | -11 | 2.6 | -1.5 | -0.6 | -2 | -1
CN=C(SCC(=O)c1cccc(Cl)c1)c1c(O)n(C)c(=O)n(C)c1=O | -0.4 | 4 | -1 | 4 | 1.1 | 2.3 | 1.1 | -6 | 0
CCOC(=O)N1CCC(N2Cc3cccc(C(=O)Nc4c(C)cccc4CC)c3C2=O)CC1 | i | 5 | 3 | -10 | 1.2 | 1.9 | 1.3 | -1 | 30
CC1Cc2ccccc2N1C(=O)CSc1nc2c(c(=O)n(C)c(=O)n2C)n1Cc1ccccc1 (stereo not given) | i | -5 | 0 | -4 | 0.4 | . | 4.0 | -3 | -7
OC[C@@H]1CN(Cc2ccc(F)cc2)C[C@H](n2cnc3c(N4CCOCC4)ncnc32)O1 | i | -2 | . | . | -0.1 | 1.9 | . | 3 | 9
CC(C)OS(C)(=O)=O | -0.3 | -1 | . | 3 | -0.7 | 1.0 | -0.8 | 0 | 2
COC(=O)COc1ccc(-c2nccc(-c3ccc(Br)cc3)n2)cc1 | -5.6 | -1 | -2 | -8 | -1.3 | 1.1 | -1.8 | 7 | 3
CCCc1cc(=O)oc2cc(C)cc(OCC(=O)N3CCC(C(N)=O)CC3)c12 | -0.9 | 9 | -3 | -7 | -0.4 | 0.4 | -0.8 | -4 | -1
O=C1NC(=Nc2ccccc2)S/C1=C/c1cccs1 | -0.2 | -7 | -5 | 6 | -0.3 | 0.2 | 0.6 | -3 | 2
O=S(=O)(/C=C/c1ccccc1)N1CCOCC1 | i | -6 | -3 | -5 | 1.1 | 0.9 | -0.3 | 5 | -7
CC(C)(C)c1ccc(C(=O)N2CCN(C(=O)c3cccs3)CC2)cc1 | i | -10 | . | -10 | -0.2 | 1.6 | -0.2 | -6 | 14
COc1cc([N+](=O)[O-])ccc1NC(=O)CC1SC(=Nc2ccc(F)cc2)N(CCC2=CCCCC2)C1=O (stereo not given) | -0.3 | -8 | -1 | 19 | 3.8 | 0.4 | 0.7 | 0 | -24
Cc1ccc(-c2onc(C)c2C)cc1S(=O)(=O)N1CCOc2ccccc21 | -0.3 | 6 | 5 | -6 | 1.7 | -9.0 | 4.3 | -2 | 40
Cc1c(N=Cc2ccc[nH]2)c(=O)n(-c2ccccc2)n1C | i | 2 | 0 | -8 | -0.1 | -3.5 | -0.4 | -1 | -7
Cc1nc2ccc(S(=O)(=O)NCC(=O)NC(C)c3ccccc3)cc2s1 (stereo not given) | i | -9 | -3 | -13 | 0.2 | 0.6 | 0.6 | 2 | 2

Part of the list above, reduced to Anthrax LF prot, BoNT-A LC inh2 and SSB-PriA inh.
SMILES,Anthrax LF prot,BoNT-A LC inh2,SSB-PriA inh
Cc1c(N=Cc2ccc[nH]2)c(=O)n(-c2ccccc2)n1C,-1,-0.1,-8
Cc1nc2ccc(S(=O)(=O)NCC(=O)NC(C)c3ccccc3)cc2s1 (stereo not given),2,0.2,-13

In the list so far, two contain an aryl thioether with sulfur outside any ring.
SMILES | Vc quorum ag | PrPC surface inh | 3CLpro inhibitor | SSB-PriA inh | BoNT-A LC inh2 | TcdB GH inh | PfHsp40 yeast | Anthrax LF prot | Yp Topo-I inh
O=C(CSc1nc2[nH]ncc2c(=O)[nH]1)Nc1ccccc1 | -0.3 | -3 | 1 | -6 | -0.9 | -0.2 | -0.1 | -1 | -2
CC1Cc2ccccc2N1C(=O)CSc1nc2c(c(=O)n(C)c(=O)n2C)n1Cc1ccccc1 (stereo not given) | i | -5 | 0 | -4 | 0.4 | . | 4.0 | -3 | -7

Continuation:
SMILES | Vc quorum ag | PrPC surface inh | 3CLpro inhibitor | SSB-PriA inh | BoNT-A LC inh2 | TcdB GH inh | PfHsp40 yeast | Anthrax LF prot | Yp Topo-I inh
CCOC(=O)c1ccc(N=c2sc(C(=O)OC)cc(=O)n2C2CC2)cc1 | -0.8 | 2 | 3 | -4 | -0.6 | . | -0.4 | 0 | -5
CC1CCCC(C)N1CC(O)Cn1c2ccccc2c2ccccc21 (stereo not given) | -0.7 | -4 | 0 | 2 | 1.6 | -0.5 | 0.0 | -8 | -3
CCc1ccccc1-n1ncc(C(=O)Nc2ccc(OC)cc2)c1C | 1.7 | 4 | . | 6 | 1.7 | 2.3 | 0.2 | 1 | 3
O=C(COC(=O)Cc1ccccc1F)NNC(=O)c1ccc([N+](=O)[O-])cc1 | -12 | -32 | . | -8 | 1.1 | 1.6 | 0.5 | -2 | 0
O=C(NNC(=O)c1ccncc1)Nc1ccccc1 | -0.3 | 0 | 3 | 1 | 0.3 | -0.4 | 1.0 | -4 | -1
CC(C)CCNC(=O)c1c[nH]c2ccc(S(=O)(=O)N3CCOCC3)cc2c1=O | 0.7 | -2 | 0 | -3 | -0.5 | 1.2 | -1.8 | 0 | 1
C/C(=N\O)c1noc(C)c1C(=O)Nc1nccs1 | i | -1 | 3 | . | -4.1 | 0.0 | 0.6 | -1 | -2
O=C(N/N=C/c1c[nH]c2ccccc12)c1cccc(Cl)c1 | -0.9 | 9 | -3 | . | -2.4 | 2.3 | -1.0 | 9 | -11
Cc1cc(N=Nc2ccc(C)c(N=Nc3cc(C)c(N)cc3N)c2)c(N)cc1N | -0.5 | -11 | 2 | -13 | -3.8 | 1.8 | -1.8 | -89 | -47
Cc1ccc(OCc2cc(C(=O)NC(C)Cc3cccc(C)n3)no2)cn1 (stereo not given) | -0.2 | 1 | 4 | 7 | -1.5 | 0.0 | 0.3 | 1 | -9
O=C(COC(=O)C1CCCO1)Nc1cccc(C(F)(F)F)c1 (stereo not given) | 5.9 | 1 | -6 | -14 | 1.5 | . | 2.6 | 1 | 2
CC(C)CCNC(=O)CCc1nnc2n(CCCOC(C)C)c(=O)c3ccccc3n12 | -0.9 | 5 | -4 | 4 | -0.4 | 0.5 | -0.5 | -10 | 3
COc1cccc(-n2c(O)c(C=NCCN3CCOCC3)c(=O)[nH]c2=O)c1 | . | 4 | 5 | -22 | 0.5 | . | -0.1 | -2 | 3
COc1cccc(CN(C)C(=O)c2cc(-c3ccc(F)cc3)nc3ccccc23)c1 | i | . | 2 | -25 | 1.1 | . | 7.6 | 2 | 34
CC(C)c1ccc(NC(=S)N2CCN(C)CC2)cc1 | -5.9 | -3 | -7 | -17 | 2.3 | 2.0 | 0.9 | -3 | -7
CN(C)Cc1ccccc1Sc1ccc2c(c1)CCCC2 | -0.4 | 7 | . | 7 | . | 2.5 | . | . | 22
CCN(CC)C(=O)Cn1cc(S(=O)(=O)CC(=O)Nc2cccc(NC(C)=O)c2)c2ccccc21 | -0.8 | 7 | . | . | -0.4 | 0.7 | . | -6 | 1
CC1CN(c2ccc(Cl)nn2)CC(C)O1 (stereo not given) | i | 1 | 1 | -9 | 0.0 | 0.9 | -0.6 | -2 | 8
Cc1ccc(S(=O)(=O)c2nc(NN(C)C)sc2Cl)cc1 | 0.8 | 9 | 1 | -17 | -0.2 | -3.3 | 1.6 | 4 | 13
Cc1cccc(NS(=O)(=O)c2ccc(-n3cccn3)cc2)c1C | -0.5 | 6 | 6 | -17 | -1.4 | 0.5 | 0.5 | -2 | 7
NS(=O)(=O)c1ccc(CCNC(=O)COC(=O)Cc2ccc([N+](=O)[O-])cc2)cc1 | 1.7 | -8 | . | 7 | . | 0.2 | 1.0 | . | -32
N#C/C(=C/c1ccc(-c2ccc([N+](=O)[O-])cc2)o1)c1nnc(N2CCOCC2)n1-c1ccccc1 | i | -3 | . | -9 | 2.1 | -0.5 | -0.6 | 3 | 3
Cc1c(C2C(C#N)=C(N)N(c3ccccc3C#N)C3=C2C(=O)CCC3)cnn1C (stereo not given) | 1.4 | -2 | 2 | 38* | -0.6 | . | 0.5 | -1 | 6
CC(C)C[C@@H](CSc1ccc(Br)cc1)N1CCN(C)CCC1=O | i | -6 | . | 5 | -0.2 | 0.3 | -1.6 | 6 | 13
CCc1ccc(N(CC(=O)N2CCCC2)S(C)(=O)=O)cc1 | i | -4 | . | . | -0.5 | 1.8 | . | 0 | -2
CC(=O)Oc1cccc(/C=C2\Sc3ccccc3C2=O)c1 | 0.3 | -5 | 1 | -2 | 2.2 | 1.3 | -0.2 | -9 | 0
CCC(CO)n1c(=S)[nH]c2cc(OC)c(OC)cc2c1=O (stereo not given) | 0.4 | 3 | 5 | -10 | -0.6 | 3.4 | -0.4 | -3 | -1
N#C/C(=N\Nc1ccc(F)cc1)C(=O)C1CC1 | -0.6 | 5 | 5 | . | . | 2.3 | . | . | -6
Cn1c(CNC(=O)C2CCC(=O)N(CCc3cccc(F)c3)C2)nc2ccccc21 (stereo not given) | -0.2 | -2 | -3 | 0 | 0.3 | 0.6 | -1.0 | -3 | -2
O=C(CSc1nnc(NC(=O)c2ccco2)s1)NC1CCCCC1 | -0.5 | -2 | -1 | -21 | -1.0 | . | -1.2 | -19 | 4
CCOC(=O)c1cccc(NC(=O)Cn2c(CC(=O)NC)nc3ccccc32)c1 | -0.6 | 11 | 1 | -30 | 0.7 | . | -1.1 | 0 | -13
N#CC1=C(N)Oc2nc[nH]c(=O)c2C1c1cccs1 (stereo not given) | i | -7 | -5 | -7 | -0.2 | 2.0 | 1.1 | -4 | -5
O=C(N/N=C\c1cc([N+](=O)[O-])ccc1N1CCOCC1)c1ccccn1 | i | -14 | 3 | . | -0.5 | 1.7 | 0.6 | 0 | -2
CCn1nc(C)c(CN2CCC(n3nccc3NC(=O)c3ccc4c(c3)OCO4)CC2)c1C | -1.7 | -5 | 0 | 6 | 2.5 | -0.9 | -1.1 | 1 | 1
CCOC(Cn1ccc(=O)[nH]c1=O)OCC | -0.4 | 0 | -2 | -4 | -1.8 | 1.0 | -1.7 | -6 | -7
CCOC(=O)C(=Nc1ccccc1)NO | 1.4 | -1 | -1 | 1 | 0.0 | . | 0.8 | 1 | 0
Cc1cc(=O)oc2cc(OCC(=O)N3CCCc4ccccc43)ccc12 | -1.3 | 3 | 2 | -20 | 0.0 | . | 0.7 | -4 | 11
CCCN(CCC)C(=O)CC(c1ccccc1)C1CCOC(C)(C)C1 (stereo not given) | i | -1 | 6 | -2 | 0.0 | 0.2 | -1.0 | -4 | -2
Cc1ccc(N2C(=O)c3cccc([N+](=O)[O-])c3C2=O)cc1C | -0.3 | 0 | -2 | -9 | 0.1 | -0.1 | -0.6 | -1 | 1
c1ccc(CCn2c3ccccc3c3nnc(SCc4ccc5nonc5c4)nc32)cc1 | 0.9 | 8 | 3 | 0 | 2.4 | . | -0.6 | 4 | 0
